PKA-R2B activ: activators of human PKA-R2B complex. 340,000 compounds, 0.079% hits. AID 504700. activation, % at 11.4 µM. PKA-R2B holoenzyme dissociation, Cy5-IP20 fluorescence polarization; R2B truncated from residue 108, S112A mutant; 0% DMSO only, 100% 113 µM cGMP. P22694+P31323;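 active = activation above a cutoff set at the mean over all compounds plus 3 SD, cut at about 18% in these data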;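 note: higher means more holoenzyme dissociation and a rise in polarization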
Target sequence (P31323 whole entry, looked up, other chains not shown, the tested form may be a part): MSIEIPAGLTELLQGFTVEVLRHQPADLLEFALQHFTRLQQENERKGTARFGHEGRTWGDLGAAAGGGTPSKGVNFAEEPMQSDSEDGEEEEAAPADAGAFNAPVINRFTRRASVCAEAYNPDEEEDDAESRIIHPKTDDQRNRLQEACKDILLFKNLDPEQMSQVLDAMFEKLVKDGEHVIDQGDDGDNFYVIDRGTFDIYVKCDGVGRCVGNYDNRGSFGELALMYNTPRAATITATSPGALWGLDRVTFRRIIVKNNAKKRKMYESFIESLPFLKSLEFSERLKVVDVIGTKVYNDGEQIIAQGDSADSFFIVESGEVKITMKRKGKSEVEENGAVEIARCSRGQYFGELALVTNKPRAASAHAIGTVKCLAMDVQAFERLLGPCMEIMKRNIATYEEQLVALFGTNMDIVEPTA
C-LANA FP: KSHV C-LANA DNA binding inhibition; MBP-C-LANA/FAM-LBS DNA binding, fluorescence polarization; inhibition, % at 9 µM; 340,000 compounds, 0.078% hits;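 active = highest replicate inhibition at or above 60% at 9 µM, even if other replicates fall short; inactive = all replicates below 60% inhibition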;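 note: 0% = neutral control wells and 100% = 4 µM acridine orange control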
Cardiac RTF inh: cardiac RTF calcium desensitization. IANBD-labeled cardiac RTF, Ca2+ fluorescence. P19429+P45379. 340,000 compounds, 0.12% hits. inhibition, % at 7.15 µM;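 active = inhibition above the mean inhibition of all tested compounds plus 3 SD, cut at about 17% in these data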;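 note: assay run at fixed EC70 calcium of 1.6 mM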
Keap1-Nrf2 PPI: disrupts human Keap1 binding to Nrf2 peptide | AID 504523 | Keap1 Kelch-Nrf2 peptide fluorescence polarization, 1536-well | 340,000 compounds, 0.15% hits | Q14145 | inhibition, % at 9.4 µM; in the data active = inhibition above about 12%;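 note: human Keap1 Kelch domain with fluorescein labeled Nrf2 9mer peptide probe; 0% = neutral control wells and 100% = peptide positive control; higher means more block of Keap1 binding to Nrf2 peptide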
Target sequence (Q14145 whole entry, looked up, the tested form may be a part): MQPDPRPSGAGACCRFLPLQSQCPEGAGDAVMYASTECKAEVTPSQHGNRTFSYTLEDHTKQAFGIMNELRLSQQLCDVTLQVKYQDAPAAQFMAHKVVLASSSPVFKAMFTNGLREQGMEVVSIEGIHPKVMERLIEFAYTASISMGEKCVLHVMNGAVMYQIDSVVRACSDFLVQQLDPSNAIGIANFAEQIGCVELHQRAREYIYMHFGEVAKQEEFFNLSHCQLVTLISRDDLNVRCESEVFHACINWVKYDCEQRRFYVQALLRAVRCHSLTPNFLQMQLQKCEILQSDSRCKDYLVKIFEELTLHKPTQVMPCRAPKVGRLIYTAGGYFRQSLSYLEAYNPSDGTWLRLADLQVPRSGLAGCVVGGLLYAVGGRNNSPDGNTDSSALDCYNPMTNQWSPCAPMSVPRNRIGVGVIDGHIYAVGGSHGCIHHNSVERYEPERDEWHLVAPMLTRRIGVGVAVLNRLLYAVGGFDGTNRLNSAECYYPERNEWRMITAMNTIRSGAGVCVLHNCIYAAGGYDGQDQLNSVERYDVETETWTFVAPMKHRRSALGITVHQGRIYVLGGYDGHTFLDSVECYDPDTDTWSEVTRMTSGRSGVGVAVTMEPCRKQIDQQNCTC
CAL PDZ FP-1: blocks peptide binding to human CAL PDZ domain | inhibition, % at 20 µM | purified CAL PDZ, TMR-peptide fluorescence polarization, 1 h | AID 504414 | 330,000 compounds, 0.02% hits;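 active = highest replicate inhibition of at least 40%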;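 note: plate controls were DMSO neutral control wells for no effect and unlabeled competitor peptide control wells for full effect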
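material = purified tagged CAL PDZ domain construct (CerCALP) | compound dosing = 20 µM, one dose | times = 1 h at RT | measured by = fluorescence polarization from S- and P-plane intensities, G-factor corrected | read-out = inhibition from polarization loss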
Rtt109 Vps75: C. albicans Rtt109 histone acetyltransferase inhibition; Q5AAJ8; purified Rtt109/Vps75, ThioGlo CoA-SH fluorescence, 4 h; inhibition, % at 34.9 µM; 330,000 compounds, 0.16% hits;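 active = inhibition of at least 50% in every replicate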
CAL PDZ FP-2: inhibitors of human CAL PDZ peptide binding; purified CAL PDZ, TMR-peptide fluorescence polarization, 1 h; AID 602252; 300,000 compounds, 0.92% hits; inhibition, % at 24.9 µM; Q9HD26;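 active = mean inhibition of at least 30% with at least half of replicates also reaching 30%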;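 note: 0% = DMSO neutral control and 100% = excess unlabeled competitor peptide PRC23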
SR-BI DiI-HDL act: activators of SR-BI mediated HDL lipid uptake; activation, % at 12.5 µM; CHO ldlA[mSR-BI] cells, DiI-HDL uptake fluorescence, 3 h; 100 = double the neutral-control signal; 320,000 compounds, 0.096% hits;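 active = mean replicate activation of at least 60% and every replicate at or above 60%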;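 note: 0% = median plate neutral-control signal and 100% = twice that signal; values of inactives mirror those of a sister screen read the other way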
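material = CHO ldlA[mSR-BI] cells | medium = Ham's F12 with 0.5% BSA, HEPES 25 mM, pH 7.4 | reagent = fluorescent DiI-HDL, 10 µg/mL final | compound dosing = single-point compound dose | incubation = 3 h, 37 °C | measured by = bottom-read fluorescence, 550/595 nm | measure = HDL uptake via cellular fluorescence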
DAGLB inhibitor: diacylglycerol lipase beta (human) inhibition; HEK293T DAGLB membrane lysate, EnzChek fluorogenic substrate; inhibition, % at 5.17 µM; 340,000 compounds, 0.059% hits; AID 504411; in the data active = inhibition above about 34%;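 note: 0% = enzyme with vehicle and 100% = wells lacking enzyme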
RTF Ca sens act: cardiac RTF calcium sensitization; activation, % at 7.2 µM; AID 493008; 340,000 compounds, 0.24% hits; P19429+P45379; IANBD-labeled TnC RTF fluorescence at EC20 calcium; 0% EC20 calcium, 100% full calcium;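 active = activation above the mean over all tested compounds plus 3 SD, cut at about 30% in these data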;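 note: rise in fluorescence read as greater calcium sensitivity of cardiac thin filaments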
Active calls of the source: *; . = no result given; & = joins results of further samples. An unsorted share of the library. Share with any hit: about 1.6%.

Fields – CAL PDZ FP-2	CAL PDZ FP-1	Cardiac RTF inh	Keap1-Nrf2 PPI	PKA-R2B activ	RTF Ca sens act	Rtt109 Vps75	SR-BI DiI-HDL act	DAGLB inhibitor	C-LANA FP
- CC1(c2nnc(-c3cccc(Cl)c3)o2)CC(c2ccc(OC(F)(F)F)cc2)=NO1 (centres undefined)
 : 0	-1.2	-7	-5	-6	15	2	26	-7	-1.5
- O=C(N/N=C/c1cc([N+](=O)[O-])ccc1O)C(O)(c1ccccc1)c1ccccc1
 : 4	1.3	0	2	3	-1	-2	-46	7	-2.6
- COc1ccc(NC(=O)COC(=O)c2cc(OC)c(OC)cc2NC(=O)c2ccco2)cc1OC
 : .	-1.2	-13	-4	-1	3	1	-66	2	0.5
- CNc1nc(Sc2cccc(C(F)(F)F)c2)cc(C(F)(F)F)n1
 : -1	17	-3	-1	-9	1	1	-20	-10	0.6
- CC1CCN(S(=O)(=O)N2CCCC(C(=O)NCc3ccc(F)cc3)C2)CC1 (centres undefined)
 : -1	-2.6	-3	6	-3	2	-2	8	-4	1.4
- COc1ccc(NC(=O)C2CCCN(S(=O)(=O)c3cccc4cccnc34)C2)c(OC)c1 (centres undefined)
 : -3	-0.2	-3	-1	-3	2	-7	-12	1	-0.7
- O=C(NCCc1ccc(F)cc1)c1coc(=O)c(Br)c1
 : 6	0.3	-8	4	-3	0	0	33	-2	-0.1
- Cc1ccc(NS(=O)(=O)c2ccc(Br)s2)nc1
 : .	-0.6	-6	2	-7	-4	-5	-16	0	-3.0
- CCCCCCCCOC(=O)C[N+](C)(C)C/C=C(/C)Cl
 : -4	-1.9	-3	2	-12	4	3	28	1	-1.7
- COc1ccc(C(=O)NCc2ncccc2C)cc1OC1CCN(C(C)=O)CC1
 : 0	0.3	-5	1	-9	-2	2	-63	1	-0.9
- Cc1cc(OCc2cc(C(=O)N(C)CCCN3CCOCC3)no2)cc(C)c1Cl
 : -5	-2.5	-3	3	-9	5	3	-22	-2	0.2
- COc1ccc(C)cc1S(=O)(=O)N(C)CC(=O)N1CCCCCC1
 : -1	-1.8	-4	-1	8	5	1	49	1	0.3
- CCC(CC)c1nnc(NC(=O)c2cccc(S(=O)(=O)N3CCOCC3)c2)s1
 : -5	-0.6	-2	-1	-1	-6	-5	-2	1	-0.1
- O=C(Nc1ccc2oc(=O)ccc2c1)c1ccc(-c2cccc(Cl)c2)o1
 : -1	-3.5	-3	-5	-1	-3	-5	.	-2	-0.9
- O=C(NCCc1ccccc1)C1CC(=O)N(CCc2ccccc2)C1 (centres undefined)
 : -1	0.0	-7	0	0	0	6	9	-3	-3.2
- CCn1c(/C(C#N)=C(\O)CCc2ccccc2)nc2ccccc21
 : .	-0.8	-3	4	-7	-3	-6	-15	-3	0.1
- Cc1ccc(NC(=S)N(CCN(C)C)Cc2cccs2)cc1C
 : -4	-0.7	-18	-2	-3	-7	-2	12	-3	-2.6
- Cc1cc(C)n2nc(C(=O)Nc3ccc(S(=O)(=O)N4CCCCC4)cc3)nc2n1
 : -2	.	-5	3	-12	1	10	-4	1	0.3
- COc1ccc(CCc2ccc3ccccc3n2)cc1
 : -3	-0.1	6	1	-2	4	3	0	-5	4.6
- O=C(NCCc1cccs1)C1CC(c2c(Cl)cccc2Cl)=NO1 (centres undefined)
 : 1	-0.7	-3	-6	-11	6	-12	-2	-1	3.3
- Cc1ccc(CNC(=O)CCS(=O)(=O)c2ccc3c(c2)NC(=O)CO3)cc1
 : .	0.0	-1	-1	2	1	-3	29	1	-0.7
- Cc1ccccc1SC1CCN(Cc2nc(C3CC3)no2)CC1
 : 1	-2.6	-9	-6	1	-2	3	12	-10	-0.1
- CNS(=O)(=O)c1ccc2ccccc2c1
 : -4	-0.8	1	4	7	3	-2	0	-2	-6.5
- Cc1ccc(NC(=O)NC2OC(=O)c3ccccc32)cc1 (centres undefined)
 : -4	0.0	4	0	-13	0	-6	3	1	-0.5
- Cc1cccc(-n2nc3c(c2NC(=O)C(C)C)CSC3)c1
 : -5	-1.4	-5	0	-8	-6	9	-9	-6	2.2
- CCc1nnc(NC(=O)C2CC(=O)N(C3CCCCC3)C2)s1 (centres undefined)
 : -2	0.6	-2	-7	-7	4	-3	-1	0	0.4
- O=C(CSc1nc2c([nH]c3ccccc32)c(=O)n1-c1ccccc1)N1CCOCC1
 : .	1.0	-3	-2	6	-4	-6	8	1	-1.6
- Cc1ccc(-c2cc(C(=O)Nc3cc(C(=O)O)ccc3C)c3ccccc3n2)cc1
 : -6	-2.2	.	-3	.	.	9	-14	.	2.6
- COc1ccc2oc(=O)c(C(=O)Nc3ccccc3-c3ccccc3)cc2c1
 : -4	-3.2	-5	-6	5	4	-10&-2	-19	-1	0.4
- O=C(CSc1nccn1Cc1ccccc1)NC1CCCC1
 : 4	12	0	4	0	-1	3	21	0	0.8

Sorted by number of heavy atoms (low to high): some entries from above.
Fields – CAL PDZ FP-2	CAL PDZ FP-1	Cardiac RTF inh	Keap1-Nrf2 PPI	PKA-R2B activ	RTF Ca sens act	Rtt109 Vps75	SR-BI DiI-HDL act	DAGLB inhibitor	C-LANA FP
- Cc1cccc(-n2nc3c(c2NC(=O)C(C)C)CSC3)c1
 : -5	-1.4	-5	0	-8	-6	9	-9	-6	2.2
- CCC(CC)c1nnc(NC(=O)c2cccc(S(=O)(=O)N3CCOCC3)c2)s1
 : -5	-0.6	-2	-1	-1	-6	-5	-2	1	-0.1
- COc1ccc(NC(=O)COC(=O)c2cc(OC)c(OC)cc2NC(=O)c2ccco2)cc1OC
 : .	-1.2	-13	-4	-1	3	1	-66	2	0.5

Additional results.
Fields – CAL PDZ FP-2	CAL PDZ FP-1	Cardiac RTF inh	Keap1-Nrf2 PPI	PKA-R2B activ	RTF Ca sens act	Rtt109 Vps75	SR-BI DiI-HDL act	DAGLB inhibitor	C-LANA FP
- O=C(CCN1CCOCC1)NNC(=O)Nc1cccc(Cl)c1
 : .	-0.4	2	1	-5	-2	-1	8	0	-0.7
- COc1ccc(C(C(=O)NC2CCCCC2)N(C(=O)c2sc(C)nc2C)c2ccccc2)cc1 (centres undefined)
 : 0	-2.6	2	1	-6	7	.	8	3	-0.3
- COc1ccccc1NC(=O)c1ccccc1NC(=O)c1cc(Cl)ccc1NC(=O)c1ccco1
 : -5	-1.4	4	-5	9	-1	0	-45	-2	0.2
- Cc1cccc2nnc(-c3ccccc3)n12
 : 2	0.3	-4	-6	0	1	-9	8	1	-1.6
- COc1ccccc1CNc1ncnc2nc[nH]c12
 : .	-0.7	0	2	-5	-2	-12	-7	2	-0.6
- O=C(Nc1cccc2nsnc12)c1cccnc1Cl
 : -1	-1.4	-9	-3	9	1	-4	-5	-2	-1.1
- CCCC(=O)c1cc2c(cc1NC(=O)CC)OCCO2
 : -4	-2.1	3	-2	-7	4	-9	-11	-2	-0.1
- Cc1cccc(NC(=S)N2CCCCC2)c1
 : -2	-0.6	3	-3	-8	10	2	11	1	-0.9
- O=C(NNC(=O)C12CC3CC(CC(C3)C1)C2)c1ccccc1[N+](=O)[O-]
 : .	0.3	-16	2	16	-6	6	.	0	-1.3
- CN(CC(=O)Nc1ccc(Cl)cc1)C(=O)CCNC(=O)c1ccc(Cl)cc1
 : -4	0.2	-3	-2	2	-1	8	-10	-3	-0.4
- Cc1ccc(Cl)cc1NC(=O)Cn1c(C)csc1=O
 : -3	-0.4	-10	1	16	-1	5	8	0	-0.8
- CN1C(=O)c2ccc(C(=O)NCc3ccc4c(c3)OCO4)cc2C1=O
 : 4	-0.5	-9	-6	-13	6	-16	24	-1	3.6
- NC(=O)c1ccccc1
 : -3	0.3	-8	-6	2	4	11	8	1	0.5
- O=C(c1ccc(OC(F)(F)F)cc1)c1ncc[nH]1
 : -2	-1.1	-10	-1	-13	-8	8	19	-2	23
- COc1ccc2nc(N3CCCC(C(=O)NCCCN4CCN(C)CC4)C3)sc2c1 (centres undefined)
 : 0	-1.8	4	-6	1	3	-4	-23	-1	0.8
- Cc1cc([N+](=O)[O-])ccc1NC(=O)C(C)[n+]1ccccc1 (centres undefined)
 : -4	-2.6	-1	0	2	-3	.	5	1	0.3
- Cc1onc(-c2ccccc2Cl)c1C(=O)Nc1nn[nH]n1
 : -2	-1.2	-4	4	10	-3	-1	13	2	1.2
- COc1ccccc1C(=O)n1nc(-c2ccc(Cl)cc2)nc1N
 : .	0.5	-9	-4	-11	-7	2	-25	-9	0.5
- O=C(Nc1nc2ccc([N+](=O)[O-])cc2s1)C1CCCO1 (centres undefined)
 : -2	-1.7	8	-3	-14	-4	3	23	1	-0.3
- CC1CCCN(C(=O)COC(=O)c2ccc[nH]c2=O)C1 (centres undefined)
 : -24	0.2	3	1	-4	7	0	8	-1	-1.1
- CCOC(=O)Nc1ccc2c(CNC(C)c3ccccc3OC)cc(=O)oc2c1 (centres undefined)
 : 2	-2.8	-17	-3	5	1	6	.	0	3.0
- CC(=O)n1cc([C@@H]2C=C(C(=O)N3CCOCC3)O[C@H](OCc3ccc(CO)cc3)C2)c2ccccc21
 : -9	-1.3	-1	-7	5	-4	-2	10	-1	0.5
- Cc1noc(C)c1NC(=O)Nc1ccc2c(c1)C(=O)N([C@H](C)CO)C[C@H](C)[C@@H](CN(C)C(=O)Nc1c(C)noc1C)O2
 : -1	1.3	9	-4	3	0	-2	2	1	-0.2
- CC(NC(=O)COc1cccc(Br)c1)C(=O)O (centres undefined)
 : -4	-2.7	-8	0	-1	2	0	19	1	5.6
- Cn1c(N)c(C(=O)COC(=O)c2ccnc3ccccc23)c(=O)n(C)c1=O
 : -2	-1.1	1	4	7	3	-5	-16	-1	1.2
- CC(C)=CCC[C@](C)(O)C1CC[C@]2(C)C1C(O)CC1[C@@]3(C)CCC(O)C(C)(C)C3C(O[C@@H]3OC(CO)C(O)C(O)C3O[C@@H]3OC(C)C(O)C(O)C3O)C[C@]12C (some centres undefined)
 : -4	-0.8	-5	-6	6	-3	24	15	2	0.1
- COc1ccccc1CNC(=O)COC(=O)CCC(=O)c1cccs1
 : 3	-0.1	-3	-2	-7	2	-11	6	1	-0.9
- CC(C)C1OC2(C)OC(=N)C1(C#N)C(C#N)(C#N)C2c1ccccc1 (centres undefined)
 : 0	-2.2	-28	21*	-1	10	-85	3	0	94*
- O=S(=O)(NCc1ccccn1)c1ccc(Cl)s1
 : 1	0.3	7	-5	-11	1	1	2	1	-1.6
- COc1ccc(N(CC(=O)NCc2ccc(Cl)cc2)S(=O)(=O)c2c(C)nn(C)c2C)cc1
 : -5	-3.2	-2	3	-8	6	4	11	-4	1.0
- COc1ccc(/C=C(\NC(=O)c2ccccc2)C(=O)N/N=C/c2sccc2C)cc1
 : -1	-5.3	-2	1	-7	-1	-3	-48	1	-0.3
